Mito fusion yeast: blocks mitochondrial division or promotes mitochondrial fusion. S. cerevisiae fusion-defective mutant growth rescue, CellTiterGlo 48 h. Potency, µM (top dose mostly 46.1 µM), for the others: top-dose growth rescue (activation), most hits filed as activators. AID 485298. 320,000 tested, 0.23% active;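 also: potency is read from the fitted curve at half-maximal effect; % of control where 0% means no effect; nearly all actives have a fitted effect of over 45% in size; temperature-sensitive fusion mutants such as fzo1-1 at 37 °C on non-fermentable ethanol glycerol medium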
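Compounds are tested for their ability to restore growth of mitochondrial fusion-defective yeast strains at non-permissive 37C in YPEG medium over 48 hours. Viability is quantified by luciferase luminescence.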
MBNL1 CUG block: inhibitors of human MBNL1 binding to CUG repeat RNA | Q9NR56 | Potency, µM (top dose mostly 57.5 µM), for inactives: at the highest dose activity change, negative = inhibition, usual class: inhibitors | AID 2675 | TR-FRET MBNL1-His/biotin-(CUG)12 binding, 665/545 ratio | 280,000 tested, 0.036% active; active = well fitted inhibition curve with a large enough effect in the signal ratio, with a control signal flat, not every such curve was filed as active; inconclusive = small, poorly fitted or top-dose-only effect, or effect the other way, or a change in a side signal; inactive = no such curve, though single readings can be large or run the other way; the % refers to the signal ratio; also: potency is read from the fitted curve at half-maximal effect; % is scaled to controls: 0 for no effect and ±100 for the full control effect
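TR-FRET between His-tagged MBNL1 and biotin-(CUG)12 RNA, detected with Tb anti-His antibody (0.055 ng/ul) and streptavidin-XL665 (5 nM), 60 min at room temperature. Compounds titrated 92 nM to 58 uM; 665/545 nm ratio normalized to buffer and complex controls.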
CXXC DNA block: blocks binding of human MLL CXXC domain to DNA; Q03164; MLL-CXXC / FITC-HOXA9 DNA fluorescence polarization; Potency, µM (top dose mostly 115 µM), inactives show at the top dose activity change, negative = inhibition, actives largely listed as inhibitors; 290,000 tested, 0.037% active; AID 2662; active = well fitted inhibition curve with a large enough effect in the polarisation, with a control signal flat, not every such curve was filed as active; inconclusive = small, poorly fitted or top-dose-only effect, or effect the other way, or a change in a side signal; inactive = no such curve, though single readings can be large or run the other way; the % refers to the polarisation; also: potency is read from the fitted curve at half-maximal effect
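Steps: dispense CXXC domain solution (7 uM) → pin compounds or unlabeled HOX-A9 DNA control → 5 min ambient → add FLSN-HOX-A9 solution (50 nM) → spin → 30 min ambient → fluorescence polarization. Tris pH 7.5/NaCl/DTT/BSA buffer.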
TSG101-PTAP inh: blocks PTAP/TSG101 interaction to inhibit HIV-1 budding. Fluorescence polarization, FITC-PTAP peptide / Tsg101 binding. Potency, µM (series often up to 115 µM), without a hit: top-dose activity change, negative = inhibition, actives largely listed as inhibitors. 340,000 tested, under 10 active. AID 493005; active = well fitted inhibition curve with a large enough effect in the main read-out, with a control signal flat, not every such curve was filed as active; inconclusive = small, poorly fitted or top-dose-only effect, or effect the other way, or a change in a side signal; inactive = no such curve, though single readings can be large or run the other way; also: potency is read from the fitted curve at half-maximal effect; % of control where 0% means no effect
Target sequence (Q99816 whole entry, looked up): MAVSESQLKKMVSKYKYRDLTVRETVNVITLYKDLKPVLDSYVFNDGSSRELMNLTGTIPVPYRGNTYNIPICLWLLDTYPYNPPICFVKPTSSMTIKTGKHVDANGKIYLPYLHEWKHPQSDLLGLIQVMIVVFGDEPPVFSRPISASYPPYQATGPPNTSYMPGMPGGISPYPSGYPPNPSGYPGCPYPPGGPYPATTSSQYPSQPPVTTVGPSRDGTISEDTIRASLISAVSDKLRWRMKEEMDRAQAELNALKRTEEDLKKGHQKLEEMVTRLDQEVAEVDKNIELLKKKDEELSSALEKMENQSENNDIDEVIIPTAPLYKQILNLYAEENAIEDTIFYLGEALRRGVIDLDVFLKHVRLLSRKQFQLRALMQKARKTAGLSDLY
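FP read-out: FITC-PTAP peptide, 50 nM final, binding Tsg101 binding domain, 10 uM final; 20 min, r.t.; 10 mM HEPES pH 7.5, 0.15 M NaCl, 0.01% Tween 20, 3 mM EDTA, 0.1 mM TCEP.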
TCR act: activates T cell receptor signaling | primary human leukocytes, anti-CD3, IL-2 HTRF, 48 h | Potency, µM (top dose mostly 9.22 µM), inactives show at the top dose activation of IL-2 secretion, most hits filed as activators | 330,000 tested, under 10 active; also: % of control where 0% means no effect
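Primary human leukocytes receive a-CD3 beads and test compound and are incubated 48 hr. Secreted IL-2 is then assayed by HTRF, measuring 665nm acceptor emission after 320nm excitation of the europium donor.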
TSHR antagonist: antagonists of human thyroid stimulating hormone receptor | P16473 | activity change, negative = inhibition, % at 11.5 µM | TSHR-expressing cells, TSH-stimulated cAMP HTRF, 2 h; active compounds read low | 330,000 tested, 0.2% active;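 active = activity change below a set negative limit, meaning inhibition stronger than a set level, cut at about -70% in these data; inconclusive = activity change between two set negative limits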; also: % is scaled to controls: 0 for no effect and ±100 for the full control effect
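Read-out is FRET at 665 nm (cryptate excitation 337 nm) from a cryptate-tagged anti-cAMP antibody, competed by cell cAMP against cAMP-d2. Compounds are tested on freshly harvested TSHR cells challenged with 4nM TSH (EC80) for 2 hours at 37 deg C.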
Menin-MLL TR inh: menin-MLL binding inhibition, Texas Red mutant peptide. Menin + Texas Red MLL mutant peptide, fluorescence polarization. 270,000 tested, 0.23% active. Potency, µM (doses to about 61.6 µM), for the others: top-dose FP activity change, negative = inhibition, hits mostly inhibitors. O00255; active = well fitted inhibition curve with a large enough effect in the polarisation, with a control signal flat, not every such curve was filed as active; inconclusive = small, poorly fitted or top-dose-only effect, or effect the other way, or a change in a side signal; inactive = no such curve, though single readings can be large or run the other way; the % refers to the polarisation; also: potency is read from the fitted curve at half-maximal effect; % of control where 0% means no effect; many of its hits are not listed in these tables
Target sequence (O00255 whole entry, looked up): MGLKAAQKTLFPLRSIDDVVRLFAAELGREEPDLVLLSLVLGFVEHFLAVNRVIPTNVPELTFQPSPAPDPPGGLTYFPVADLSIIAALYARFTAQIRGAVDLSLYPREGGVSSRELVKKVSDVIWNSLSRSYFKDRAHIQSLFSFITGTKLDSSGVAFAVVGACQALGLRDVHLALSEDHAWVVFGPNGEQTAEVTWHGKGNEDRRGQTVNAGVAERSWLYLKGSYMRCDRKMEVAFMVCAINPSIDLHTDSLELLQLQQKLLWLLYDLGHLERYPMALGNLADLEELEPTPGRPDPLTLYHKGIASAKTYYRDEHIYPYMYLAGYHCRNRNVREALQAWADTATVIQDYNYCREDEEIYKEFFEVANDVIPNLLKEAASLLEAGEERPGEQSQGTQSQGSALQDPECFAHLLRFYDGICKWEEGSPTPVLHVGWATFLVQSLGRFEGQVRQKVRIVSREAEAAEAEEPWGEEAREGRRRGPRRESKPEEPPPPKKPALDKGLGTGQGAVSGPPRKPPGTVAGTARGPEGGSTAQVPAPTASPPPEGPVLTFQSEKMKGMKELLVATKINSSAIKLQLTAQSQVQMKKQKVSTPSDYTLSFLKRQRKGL
A-T KAP1 phos: candidate therapy for ataxia-telangiectasia | AID 485349 | […] A-T fibroblasts, KAP-1 phosphorylation AlphaLISA; neocarzinostatin DNA damage 30 min before lysis | 320,000 tested, 0.19% active | Potency, µM (doses to about 57.5 µM), for the others: at the top dose activation, hits mostly activators; also: potency is read from the fitted curve at half-maximal effect; % of control where 0% means no effect; nearly all actives have a fitted effect of over 45% in size
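hTERT-immortalized A-T patient fibroblasts ([…]), 500 cells/well in OPTI-MEM, 1% FBS, got compounds for 60 min, then NCS for 30 min at 37C. Lysates were then assayed for phospho-KAP-1 by AlphaLISA (anti-pKAP1 donor, anti-KAP1 acceptor beads), 6 hr at 25C.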
ASM inhibitor: human S-ASM enzyme inhibition; P17405; 340,000 tested, 0.006% active; placental ASM, HMU-PC fluorogenic substrate, 60 min; Potency, µM (doses to about 57.5 µM), for inactives: at the top dose activity change, negative = inhibition, usual class: inhibitors; also: potency is read from the fitted curve at half-maximal effect
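HMU-PC0 cleavage (9 uM final) by human placental ASM, 60 min at 37 °C following 10 min compound exposure at RT; stopped at pH 10, fluorescence Ex 386/Em 447 nm.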
a7 integrin act: integrin-mediated muscular dystrophy alleviation activation | Potency, µM (top dose mostly 38.3 µM), for inactives: top-dose activation, actives largely listed as activators | 350,000 tested, 0.064% active | alpha7betagal myoblasts, beta-gal FDG fluorescence, 48 h;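 also: potency is read from the fitted curve at half-maximal effect; 100% = response of the positive control SU9516; nearly all actives have a fitted effect of over 60% in size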
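alpha7betagal+/- myoblasts (passage 13, 250/well) treated 48 h at 37C with compounds at 1:260 dilution of DMSO stock. Lysed, then beta-galactosidase activity read as FDG fluorescence (ex 480/em 540) after 30 min, with pre-read for autofluorescence.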
* = called active by the depositor; [ ] = another dose, or the depositor's remark. Unless noted, calls follow the shape of the dose curve; as a rule, active = well fitted curve in the direction sought with a large enough effect; inconclusive = small, poorly fitted or top-dose-only effect, or another doubt; inactive = no such curve, though single readings can be large; an effect the other way counts as inactive or inconclusive.

Cc1cc(C)nc(SCC(=O)NC(=O)c2ccccc2O)n1 was read as TSG101-PTAP inh -6.1%, TCR act 1.8%, TSHR antagonist -7.7, A-T KAP1 phos 6.3%, ASM inhibitor 2.0% and a7 integrin act 19.3%.
`O=C(NCCN1CCOCC1)c1cc([N+](=O)[O-])cc([N+](=O)[O-])c1` gave Mito fusion yeast -1.8%, MBNL1 CUG block inconclusive, CXXC DNA block 6.5%, TSG101-PTAP inh -2.2%, TSHR antagonist 18.3, Menin-MLL TR inh 10.6%, A-T KAP1 phos 6.4%, ASM inhibitor 2.2% and a7 integrin act -8.5%.
`Cc1ccc(-c2nnn(CC(=O)N(Cc3cccs3)C(C(=O)NC3CCCC3)c3ccncc3)n2)cc1` (centres undefined) gave Mito fusion yeast -0.5%, MBNL1 CUG block 4.9%, CXXC DNA block 2.1%, TSG101-PTAP inh -9.0%, TCR act 7.4%[46.1 µM], TSHR antagonist -9.8, Menin-MLL TR inh 3.1%, ASM inhibitor -3.8% and a7 integrin act -5.9%.
Cc1ccc(NC(=O)COC(=O)c2ccccc2Nc2ccccc2)cc1 was read as Mito fusion yeast 2.3%, CXXC DNA block 3.1%, TSG101-PTAP inh -3.0%, TCR act 3.6%[46.1 µM], TSHR antagonist -16.1, Menin-MLL TR inh -9.9%, ASM inhibitor 4.5% and a7 integrin act 15.8%.
COC(C[C@@H]1O[C@H]1[C@@H](O)[C@@H](C)OCc1ccccc1)OC was read as Mito fusion yeast 12.3%, MBNL1 CUG block 8.4%, CXXC DNA block 2.6%, TSG101-PTAP inh -1.1%, TCR act -2.6%, TSHR antagonist 15.8, A-T KAP1 phos -12.9%, ASM inhibitor -0.7% and a7 integrin act 4.3%.
COc1c(Br)cc([N+](=O)[O-])c(OC)c1C(=O)NC(=O)Nc1cc(Cl)cc(Cl)c1 was read as Mito fusion yeast 10.6%, MBNL1 CUG block -8.2%, CXXC DNA block 0.4%, TSG101-PTAP inh -2.8%, TCR act 3.6%, TSHR antagonist -29.4, A-T KAP1 phos -5.7%, ASM inhibitor -4.4% and a7 integrin act -20.6%.
For CCc1cccc(NC(=O)CCNC(=O)Cn2ccc3ccccc3c2=O)c1 the results were Mito fusion yeast 4.5%, MBNL1 CUG block 14.4%, CXXC DNA block 8.7%, TSG101-PTAP inh -1.4%, TCR act 0.0%, TSHR antagonist 2.1, Menin-MLL TR inh -7.1%, A-T KAP1 phos 10.4%, ASM inhibitor 1.7% and a7 integrin act -27.0%.
Cc1cc(C)n(CC(C)NCc2cn[nH]c2-c2cccc3ccccc23)n1 (centres undefined) was read as Mito fusion yeast 0.5%, MBNL1 CUG block 16.6%, CXXC DNA block 0.5%, TSG101-PTAP inh -1.3%, TCR act 5.5%, TSHR antagonist 3.8, Menin-MLL TR inh -3.7%, A-T KAP1 phos 5.4%, ASM inhibitor 6.7% and a7 integrin act 8.0%.
For COc1cc2c(cc1OC)C(c1ccccc1)N(C(=O)c1ccccc1)CC2 (centres undefined) the results were Mito fusion yeast -2.7%, MBNL1 CUG block -4.8%, CXXC DNA block 0.7%, TSG101-PTAP inh -3.6%, TSHR antagonist -5.9, Menin-MLL TR inh -7.4%, A-T KAP1 phos -4.7%, ASM inhibitor 1.5% and a7 integrin act -14.4%.
For COc1ccc(-c2oc3ccc(-c4ccc(OC)nc4)cc3c2-c2ccc(OC)cc2)cc1 the results were TSG101-PTAP inh -3.2%, TCR act 0.5%, ASM inhibitor 53.2%[activator] and a7 integrin act 18.3%.
For CCOC(=O)c1cccc(N/C=C/C(=O)c2ccc(OC)c(OC)c2)c1 the results were Mito fusion yeast -2.0%, MBNL1 CUG block inconclusive, CXXC DNA block -0.8%, TSG101-PTAP inh -0.7%, TCR act -6.6%, TSHR antagonist 1.6, Menin-MLL TR inh inconclusive, A-T KAP1 phos 2.2%, ASM inhibitor 156.9%[activator] and a7 integrin act -19.1%.
Cc1cccn2c(=O)c3cc(C(=O)NCCN4CCOCC4)c(=N)n(CCc4ccccc4)c3nc12 was read as Mito fusion yeast 1.2%, MBNL1 CUG block inconclusive, CXXC DNA block -7.5%, TSG101-PTAP inh -0.9%, TCR act -1.2%, TSHR antagonist 5.1, Menin-MLL TR inh -6.8%, A-T KAP1 phos 1.5%, ASM inhibitor 333.0%[activator] and a7 integrin act -26.4%.
CC1(C)C(=O)Nc2ccccc2N1C(=O)COC(=O)c1cc([N+](=O)[O-])ccc1N was read as Mito fusion yeast -1.6%, MBNL1 CUG block inconclusive, CXXC DNA block 0.7%, TSG101-PTAP inh -7.7%, TCR act 3.7%[46.1 µM], TSHR antagonist 15.4, Menin-MLL TR inh -12.0%, A-T KAP1 phos -0.4%, ASM inhibitor -4.6% and a7 integrin act -0.6%.
`C=CCNC(=O)NC(=O)c1csc([N+](=O)[O-])c1` gave Mito fusion yeast 1.1%, MBNL1 CUG block inconclusive, CXXC DNA block -6.2%, TSG101-PTAP inh 0.5%, TCR act 1.6%, TSHR antagonist 7.8, A-T KAP1 phos 3.4%, ASM inhibitor -3.6% and a7 integrin act -7.4%.
`COc1cccc(NC(=O)Cn2nnc(-c3ccccc3N)n2)c1` gave Mito fusion yeast -1.0%, MBNL1 CUG block -2.2%, CXXC DNA block 5.7%, TSG101-PTAP inh -4.1%, TCR act -1.7%, TSHR antagonist -10.0, Menin-MLL TR inh inconclusive, A-T KAP1 phos 4.8%, ASM inhibitor -1.2% and a7 integrin act -12.1%.
CCOC(=O)N1CCc2[nH]c3ccc(C)cc3c2C1 was read as Mito fusion yeast 1.0%, MBNL1 CUG block -3.7%, CXXC DNA block -0.5%, TSG101-PTAP inh -4.2%, TCR act 1.7%, TSHR antagonist 21.4, Menin-MLL TR inh -7.6%, A-T KAP1 phos inconclusive, ASM inhibitor 0.9% and a7 integrin act 3.0%.
Screening CCOc1ncccc1C(=O)Nc1cc(S(=O)(=O)N2CCOCC2)ccc1N1CCCC1 returned Mito fusion yeast 25.5%, MBNL1 CUG block -1.4%, CXXC DNA block 6.4%, TSG101-PTAP inh 0.5%, TCR act 0.7%, TSHR antagonist 9.9, Menin-MLL TR inh -18.0%, A-T KAP1 phos -11.5%, ASM inhibitor -3.8% and a7 integrin act -10.7%.
For CCN(CC)c1nc(-c2ccccn2)nc(-c2ccccc2)c1C#N the results were Mito fusion yeast -1.8%, MBNL1 CUG block -2.1%, CXXC DNA block 7.1%, TSG101-PTAP inh 2.8%, TCR act 0.5%, TSHR antagonist -9.1, Menin-MLL TR inh -8.4%, A-T KAP1 phos 5.7%, ASM inhibitor 5.3% and a7 integrin act -58.4%[inhibitor].
`Cc1cccc(OCC(O)Cn2c(-n3nc(C)cc3C)nc3c2c(=O)[nH]c(=O)n3C)c1` (centres undefined) gave Mito fusion yeast 2.2%, MBNL1 CUG block 8.3%, CXXC DNA block 6.3%, TSG101-PTAP inh 0.5%, TCR act 0.4%, TSHR antagonist 9.3, Menin-MLL TR inh 1.7%, A-T KAP1 phos 1.1%, ASM inhibitor -0.1% and a7 integrin act 0.0%.
Screening O=C(CSc1ncccc1-c1nc2ccccc2[nH]1)NC1CC1 returned Mito fusion yeast -2.6%, MBNL1 CUG block 1.8%, CXXC DNA block -9.7%, TSG101-PTAP inh -4.8%, TSHR antagonist -7.1, Menin-MLL TR inh 5.2%, A-T KAP1 phos 2.3%, ASM inhibitor 18.1% and a7 integrin act 12.9%[7.66 µM].
For CC1CCCCC1NC(=O)c1c(O)nc2ccccn2c1=O (centres undefined) the results were Mito fusion yeast 17.1%, TSG101-PTAP inh -7.6%, TCR act -3.9%, TSHR antagonist -11.3, A-T KAP1 phos 3.6%, ASM inhibitor 1.6% and a7 integrin act -22.7%.
For Cc1ccc(C(=O)NCC(=O)N(C)CC(=O)Nc2ccccc2Br)s1 the results were Mito fusion yeast 8.1%, TSG101-PTAP inh 1.9%, TCR act -4.2%, TSHR antagonist 1.5, A-T KAP1 phos inconclusive, ASM inhibitor 6.3% and a7 integrin act 1.0%.
`COc1ccc(N(C)S(=O)(=O)c2cccc(C(=O)NC3CCC(C)CC3)c2)cc1` (centres undefined) gave Mito fusion yeast 1.3%, MBNL1 CUG block 1.0%, CXXC DNA block 1.5%, TSG101-PTAP inh -6.5%, TCR act -5.6%, TSHR antagonist -0.4, Menin-MLL TR inh -10.7%, A-T KAP1 phos 4.0%, ASM inhibitor -2.4% and a7 integrin act -20.0%.

Source: PubChem

An excerpt. The share of hits here may be higher or lower than overall.
